GAA850 FXN act: FXN promoter activators, primary screen, cell-based, luciferase luminescence, HEK293 lucGAA850; HEK293 lucGAA850 FXN promoter luciferase reporter, 24 h; percent of 10 µM SAHA response; activation, % at 6 µM; 360,000 tested, 0.56% active;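 active = activation above the average of all compounds screened plus 3 SD, cutoff fixed separately per campaign, cut at about 7.5% in these data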;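 also: 0% = DMSO wells and 100% = 10 µM SAHA wells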
NPR2 activator: human GC-B receptor activators, primary screen, HEK293 GC-B cells, cGMP TR-FRET, EC30 CNP. activation, % at 10 µM. Atrial natriuretic peptide receptor 2 (Homo sapiens), P20594. 370,000 tested, 0.11% active. 0% at EC30 CNP, 100% saturating CNP;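 active = activation at 10 µM reaching about 35% in either raw or pattern-adjusted values, limit read from the data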
KLK7 zymogen act: proKLK7 zymogen activators, primary screen, biochemical, fluorescence intensity; 370,000 tested, 0.9% active; purified proKLK7, EDANS-DABCYL substrate fluorescence; 100% is mature enzyme control, 0% vehicle; activation, % at 7 µM; AID 652039, 2013;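 active = activation above the mean of all tested compounds plus 3 SD, computed per campaign excluding outliers beyond control limits, cut at about 13% in these data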
GC-A act: GC-A stimulated cGMP production enhancers – HEK293 GC-A cells, cGMP TR-FRET, EC30 ANP, primary screen. Atrial natriuretic peptide receptor 1 (Homo sapiens), P16066. 0% at EC30 ANP, 100% saturating ANP. activation, % at 10 µM. 370,000 tested, 0.14% active; in the data active = activation above about 40%
ADAM10 inh: human ADAM10 inhibitors, primary screen, biochemical, QFRET, HTS; AID 720582, 2013; recombinant ADAM10, EDANS/DABCYL FRET peptide cleavage, 3 h; inhibition, % at 7 µM; 370,000 tested, 0.62% active;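 active = inhibition above a per-campaign cutoff equal to the mean of compounds falling between control-based bounds plus 3 SD, cut at about 20% in these data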;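 also: 0% = DMSO wells while the 100% control is not disclosed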
Target sequence (O14672 214-748 limits assumed): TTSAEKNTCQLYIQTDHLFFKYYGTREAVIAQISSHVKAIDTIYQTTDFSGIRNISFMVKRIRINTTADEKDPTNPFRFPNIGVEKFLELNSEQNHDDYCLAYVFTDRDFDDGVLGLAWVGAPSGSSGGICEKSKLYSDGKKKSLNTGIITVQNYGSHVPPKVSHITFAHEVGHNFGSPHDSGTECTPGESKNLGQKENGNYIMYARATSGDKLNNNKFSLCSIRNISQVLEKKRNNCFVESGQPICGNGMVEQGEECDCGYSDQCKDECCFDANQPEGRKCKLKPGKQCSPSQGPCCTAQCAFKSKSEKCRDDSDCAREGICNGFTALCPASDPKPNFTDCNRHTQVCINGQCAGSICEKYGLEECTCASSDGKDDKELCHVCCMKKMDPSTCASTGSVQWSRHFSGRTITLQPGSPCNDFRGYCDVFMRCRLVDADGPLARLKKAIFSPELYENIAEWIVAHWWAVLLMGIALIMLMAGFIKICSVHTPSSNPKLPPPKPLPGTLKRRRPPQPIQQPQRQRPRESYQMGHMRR
ASAP1 GAP inh: inhibitors of human ASAP1 ArfGAP activity, primary screen, biochemical, fluorescence polarization. ASAP1-stimulated ARF1 GTP hydrolysis, GDP FP detection. 360,000 tested, 0.19% active. inhibition, % at 16.5 µM; in the data active = inhibition above about 25%;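 also: 0% = vehicle with enzyme and substrate and 100% = no enzyme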
Target sequence (Q9ULH1 325-724 limits assumed): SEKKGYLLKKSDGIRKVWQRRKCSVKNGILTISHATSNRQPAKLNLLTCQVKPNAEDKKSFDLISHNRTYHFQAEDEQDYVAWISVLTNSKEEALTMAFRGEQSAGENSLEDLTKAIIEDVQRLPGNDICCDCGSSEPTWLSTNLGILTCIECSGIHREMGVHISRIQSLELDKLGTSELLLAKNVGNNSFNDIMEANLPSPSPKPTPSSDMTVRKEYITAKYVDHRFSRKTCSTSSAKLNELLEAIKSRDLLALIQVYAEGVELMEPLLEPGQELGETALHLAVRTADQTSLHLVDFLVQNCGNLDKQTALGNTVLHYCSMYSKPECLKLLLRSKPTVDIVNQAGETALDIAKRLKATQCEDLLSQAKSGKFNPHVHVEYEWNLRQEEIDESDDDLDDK
Tn6 DDE FP: inhibitors of Tn6 peptide binding to fibrin DD(E), primary screen, biochemical, fluorescence polarization, human fibrin, Tn6 probe. Fibrinogen beta chain (Homo sapiens), P02675. Fibrin DD(E) TRITC-Tn6 fluorescence polarization displacement. inhibition, % at 8.3 µM. 370,000 tested, 0.21% active. AID 720509, 2013;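 active = inhibition above a per-campaign cutoff: mean of compounds within control limits plus 3 SD, cut at about 15% in these data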;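 also: 0% = median of all compound wells on the plate and 100% = blocking peptide control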
rCAG RNA binder: binders of r(CAG) RNA repeats, primary screen, biochemical, fluorescence; r(CAG) RNA repeat, TO-PRO-1 dye displacement fluorescence; inhibition, % at 3 µM; 370,000 tested, 1.3% active; AID 651821, 2012;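 active = inhibition above the plate cutoff, the mean of all test compounds on that plate plus 3 SD, cut at about 35% in these data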;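 also: 0% = DMSO alone and 100% = 100 µM mitoxantrone as full dye displacement; higher means more dye released from RNA so lower well fluorescence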
sPLA2-III inh: human group III sPLA2 inhibitors, primary screen, biochemical, QFRET, BODIPY PC-A2 liposome substrate. inhibition, % at 12.2 µM. QFRET BODIPY PC-A2 liposome hydrolysis, fluorescence. Group 3 secretory phospholipase A2 (Homo sapiens), Q9NZ20. 370,000 tested, 0.56% active. AID 743126, 2013;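 active = inhibition above mean plus 3 SD of compounds lying within the high and low control bounds, cut at about 19% in these data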;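 also: 0% = median of test compound wells and 100% = no enzyme DMSO wells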
ARFGAP1 inhibitor: inhibitors of rat ARFGAP1 GAP activity, primary screen, biochemical, fluorescence polarization, GDP tracer | ADP-ribosylation factor GTPase-activating protein 1 (Rattus norvegicus), Q62848 | Arfgap1-stimulated ARF1 GTP hydrolysis, GDP FP detection | inhibition, % at 16.5 µM | 360,000 tested, 0.26% active;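 active = inhibition above a per-plate limit, mean inhibition of low control wells plus 3 SD, cut at about 25% in these data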;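 also: 0% = DMSO wells with enzyme and 100% = wells lacking Arfgap1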
Target sequence (Q62848 1-136 limits assumed): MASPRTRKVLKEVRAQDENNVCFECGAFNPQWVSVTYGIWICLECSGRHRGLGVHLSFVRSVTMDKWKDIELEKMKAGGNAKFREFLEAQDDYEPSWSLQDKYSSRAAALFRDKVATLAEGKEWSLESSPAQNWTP
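Repeats: one replicate per compound; assay system: rat Arfgap1 catalytic domain, aa 1-136; times: enzyme reaction 120 min at 25 °C after 20 min preincubation; detection: FP of antibody-bound GDP Alexa 633 tracer, ex 620/em 688 nm; benchmarks: high control wells lacking Arfgap1, low control full reaction with DMSO; reagent: human ARF1(Δ1-17)-GTP substrate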
Active calls of the source: *; i = inactive; . = not tested or not shown.

SMILES | GAA850 FXN act | NPR2 activator | KLK7 zymogen act | GC-A act | ADAM10 inh | ASAP1 GAP inh | Tn6 DDE FP | rCAG RNA binder | sPLA2-III inh | ARFGAP1 inhibitor
COc1ccc(NC(C)=O)cc1S(=O)(=O)N1CCc2ccccc21 | 1.9 | -7 | 0.4 | -3 | 5 | -14 | 1 | 4 | 2 | -2
Cc1ccccc1-c1cc2nc(NCCN3CCCC3)n(C)c(=O)c2s1 | 1.6 | -5 | -0.6 | -5 | -12 | -11 | -6 | 5 | -7 | 10
O=C(c1ccco1)N1CCN(S(=O)(=O)c2ccccc2[N+](=O)[O-])CC1 | 2.1 | 2 | 0.0 | 0 | -3 | -4 | 1 | 1 | 2 | 13
CNC(=O)c1c(NC(=O)c2ccc(S(=O)(=O)N3CCCC3)cc2)sc2c1CCN(C(C)C)C2 | . | 5 | 9.3 | 5 | -5 | 2 | 3 | -5 | -12 | -1
NS(=O)(=O)c1cc(C2(O)NC(=O)c3ccccc32)ccc1Cl (stereo not drawn) | 1.8 | 2 | 0.6 | -1 | -7 | -3 | 0 | 0 | 10 | -1
COC(=O)[C@H](CC(C)C)N(CCCc1cn(CC2CCCCC2)nn1)S(=O)(=O)c1ccccc1Br | . | 3 | 0.7 | -3 | 7 | . | -4 | 4 | -19 | .
CNc1nc(NCCCN2CCCC2=O)c2sccc2n1 | 0.2 | -10 | -1.2 | 4 | -27 | 5 | -5 | 1 | 14 | -4
O=C(/C=C/c1ccc(Cl)cc1)Nc1nccs1 | 0.3 | -7 | 7.3 | 3 | -19 | 11 | 8 | -1 | 0 | 0
CCCn1c(=O)c(C(=O)Nc2c(C)n(C)n(-c3ccccc3)c2=O)c(O)c2ccccc21 | 0.1 | 6 | 0.3 | -6 | 2 | 11 | -3 | -1 | 11 | 6
CC(=O)Nc1ccccc1OCc1nnc(-c2cccs2)o1 | 0.5 | -3 | 1.2 | 1 | -3 | -4 | 2 | -2 | 3 | 7
O=C(O)c1ccc(Cl)c(S(=O)(=O)NC(Cc2c[nH]c3ccccc23)C(=O)O)c1 (stereo not drawn) | 1.2 | 0 | -0.1 | 2 | -1 | 3 | 7 | 10 | -2 | -9
CCOC(=O)C(=O)Nc1ccccc1C(=O)OCC | 0.5 | -3 | -0.8 | 5 | 0 | -14 | 5 | 0 | -4 | -4
CN(Cc1ccccc1F)C(=O)C1CCC(CNS(=O)(=O)c2cccc3cccnc23)CC1 (stereo not drawn) | . | 10 | -0.1 | 2 | -14 | . | 7 | 6 | -11 | .
CC1(C)Cc2c(cnn2-c2ccc(F)cc2)C(NC(=O)CN2CCCC2=O)C1 (stereo not drawn) | 0.7 | -4 | 0.1 | -1 | 3 | 8 | 3 | -1 | 8 | 8
COc1cccc(-c2cc(C(=O)N3CCCc4ccccc43)no2)c1 | 2.2 | -1 | 0.0 | -7 | 3 | 4 | -8 | 0 | -13 | 3

Quoted from the listing.
COC(=O)[C@H](CC(C)C)N(CCCc1cn(CC2CCCCC2)nn1)S(=O)(=O)c1ccccc1Br in NPR2 activator shows 3
CNc1nc(NCCCN2CCCC2=O)c2sccc2n1 in ASAP1 GAP inh shows 5
COc1ccc(NC(C)=O)cc1S(=O)(=O)N1CCc2ccccc21 in GC-A act shows -3
CCOC(=O)C(=O)Nc1ccccc1C(=O)OCC in Tn6 DDE FP shows 5
CCCn1c(=O)c(C(=O)Nc2c(C)n(C)n(-c3ccccc3)c2=O)c(O)c2ccccc21 in KLK7 zymogen act shows 0.3

(more compounds)
SMILES | GAA850 FXN act | NPR2 activator | KLK7 zymogen act | GC-A act | ADAM10 inh | ASAP1 GAP inh | Tn6 DDE FP | rCAG RNA binder | sPLA2-III inh | ARFGAP1 inhibitor
Cc1csc(=O)n1CCC(=O)OCC(=O)Nc1ncc(Cl)cc1Cl | 0.0 | -1 | -0.3 | 4 | -15 | -3 | 0 | 6 | 5 | 5
OC(c1ccc(F)cc1)c1ncc(-c2ccc(Oc3ccccc3)cc2)[nH]1 (stereo not drawn) | 1.5 | -1 | 0.4 | 2 | 7 | 4 | 2 | 4 | -9 | 13
CCN(CC(=O)Nc1ccc(NC(C)=O)cc1)C(=O)c1ccc(NC2CC2)c([N+](=O)[O-])c1 | 0.3 | 1 | 0.6 | 2 | -4 | -5 | 3 | 0 | 2 | -8
CCN(C(=O)[C@@H](C1CC1)[C@@H](O)c1ccc(C(C)=O)cc1)c1ccccc1 | . | 1 | -0.1 | -2 | -2 | . | 4 | -1 | 2 | .
CCOC(=O)c1cncc(C#CCO)c1 | 0.4 | 4 | -0.1 | 1 | 3 | -2 | -2 | 2 | -3 | 14
CC(=O)N1CCN(S(=O)(=O)c2ccc3c(c2)CCC(=O)N3)CC1 | -1.7 | -1 | 0.7 | -2 | 0 | -15 | -1 | 3 | -3 | -8
COc1ccc(CC2SC(N)=NC2=O)cc1 (stereo not drawn) | -0.1 | -5 | 0.7 | 6 | -6 | 9 | 5 | -1 | -3 | 0
CCOC(=O)c1cc2c(ccn2C)n1CC(=O)N1CCCC(C)C1 (stereo not drawn) | 1.4 | 2 | 0.4 | -4 | -7 | 9 | 1 | -7 | -9 | 4
COc1cc(SC)ccc1C(=O)N(CC(=O)Nc1ccccc1Br)Cc1ccco1 | -2.0 | -1 | -0.3 | -4 | -1 | -11 | 7 | -5 | -5 | -8
CCOc1ccc(NC(=O)N2CCC(n3nnc4cc(C)ccc43)CC2)cc1 | -1.6 | -6 | 0.0 | 0 | 2 | -12 | -7 | -6 | -3 | -1
NC(=O)c1ccccc1NC(=O)c1ccoc1 | 0.6 | 2 | 0.5 | 3 | -26 | 6 | -4 | -2 | 1 | -1
COc1ccc(NC(=O)CN2C(=O)CSC(C)C2=O)c(OC)c1 (stereo not drawn) | 0.6 | 1 | 0.0 | 2 | -2 | 7 | -1 | 0 | 2 | -1
CCN1CCN(C(=S)c2ccc(OCC(=O)N3CCOCC3)cc2)CC1 | 1.1 | 9 | -0.4 | -5 | -3 | -5 | 4 | -3 | 0 | -10
O=C(NC1CCCCC1)N1CCCC(c2nc3ccccc3[nH]2)C1 (stereo not drawn) | -4.5 | -5 | 0.6 | -1 | 1 | -9 | 4 | -3 | 1 | 6
O=C(CCN1C(=O)/C(=C\c2ccccc2F)SC1=S)N1CCOCC1 | -3.3 | -5 | 0.8 | -3 | 0 | -19 | -10 | 1 | 5 | 4
O=C(NC(NC(=S)Nc1c(Cl)cccc1Cl)C(Cl)(Cl)Cl)c1cccc([N+](=O)[O-])c1 (stereo not drawn) | -7.4 | 3 | 0.2 | -3 | 3 | 12 | 5 | 47* | 10 | 6
Cc1nc(C(=O)NNC(=O)c2ccc(Cl)cc2)cs1 | 1.4 | 3 | -0.4 | 1 | 10 | 4 | -2 | 5 | -2 | -1
Cc1cccc(NC(=O)c2nc[nH]c2C(=O)N[C@@H](CC(C)C)C(=O)OCc2ccccc2)c1 | -1.5 | -1 | -3.8 | -1 | 16 | 6 | 0 | 11 | -19 | 16
Cc1ccc(N(C(=O)C2CCC(=O)N2)C2(C(=O)NC3CCCC3)CCCCC2)cc1 (stereo not drawn) | 0.3 | -11 | 0.3 | -41 | -6 | 4 | -3 | -8 | -3 | -8
c1cc(-c2ccc(N3CCOCC3)cc2)n2cnnc2c1 | 2.1 | -2 | 67* | 8 | i | -11 | -6 | -1 | 9 | 0
CS(=O)(=O)OCCCCOS(C)(=O)=O | 2.3 | -2 | -0.1 | 3 | -9 | 8 | 4 | 2 | -3 | 7
Cc1cc(NC(=O)CSc2ccc3c(c2)OCCO3)no1 | 2.4 | -1 | -0.3 | -1 | 2 | 1 | 10 | -2 | -3 | -4
CC(CCC(=O)O)C1CCC2C3CC(O)C4CC(O)CC[C@]4(C)C3CCC12C (stereo partly drawn) | -0.5 | -5 | -0.6 | -1 | -2 | 3 | 0 | 17 | -8 | 13
O=CN1CCN(CC(O)Cn2c3ccccc3c3ccccc32)CC1 (stereo not drawn) | 0.2 | 1 | -0.3 | 0 | -5 | -12 | 5 | -1 | -2 | 4
CCc1cnccc1CCC(=O)Nc1ccccc1C | -0.6 | 1 | -0.3 | -2 | -3 | 2 | 2 | -1 | 0 | -6
O=C(NCCOc1ccc(Cl)cc1)c1ccc2c(c1)OCCO2 | 3.6 | -1 | 0.9 | 3 | -3 | -4 | 5 | 4 | 4 | -5
Cc1ccc(-c2cnc(C(O)c3cc(Cl)cc(Cl)c3)[nH]2)cc1 (stereo not drawn) | -0.8 | 1 | 0.6 | -1 | 10 | 12 | 6 | 5 | -10 | 11
Cn1c(SCC(=O)Nc2ccccc2)nc(O)cc1=O | 1.4 | 1 | 0.6 | 0 | 6 | 3 | -2 | 37* | 4 | 9
Cc1nnc(SC2CC(=O)N(c3ccccc3)C2=O)s1 (stereo not drawn) | 0.9 | -2 | 0.4 | 4 | -1 | 10 | 1 | -1 | 9 | 6
COC(=O)c1cccc(NC(=O)CN2C(=O)C3CCCCC3C2=O)c1 (stereo not drawn) | 2.5 | -3 | 0.2 | 5 | -8 | -15 | -4 | -5 | 6 | -1
Cc1cccc(OCC(=O)Nc2sc3c(c2C#N)CCC3)c1 | 4.0 | 3 | 0.2 | 1 | -3 | 8 | 0 | 1 | 23* | 11
NC(=O)c1ccccc1Nc1nc(NCCO)nc(N2CCCC2)n1 | -0.1 | -3 | -2.5 | -1 | -24 | 15 | -4 | 2 | 4 | 1
COc1ccc(C2(CNC(=O)c3ccc(C)cc3)CCOCC2)cc1 | 1.6 | 0 | 0.1 | -2 | 1 | 4 | 1 | -1 | 0 | -1
COC(=O)c1c(N)n(CCCN2CCOCC2)c2nc3ccccc3nc12 | 4.1 | . | 43* | . | i | 10 | -3 | 3 | 3 | -8
Cc1nc2ccccc2c(=O)n1Nc1cccc(Cl)c1 | 1.8 | -2 | 0.2 | -1 | 4 | 8 | -5 | -6 | 14 | -1
Cc1cc(=O)oc2c1ccc1oc(/C(=N/O)c3ccccc3)c(C)c12 | 0.6 | 3 | -0.2 | 13 | -21 | 2 | -1 | 15 | -11 | 13
CC(C)(C)C(=O)N=C1SC2CS(=O)(=O)CC2N1c1ccc2c(c1)OCO2 (stereo not drawn) | -1.0 | -16 | 0.1 | -18 | -2 | 4 | 3 | 1 | 2 | 4

Records listed so far marked active in sPLA2-III inh:
compound | GAA850 FXN act | NPR2 activator | KLK7 zymogen act | GC-A act | ADAM10 inh | ASAP1 GAP inh | Tn6 DDE FP | sPLA2-III inh | ARFGAP1 inhibitor
Cc1cccc(OCC(=O)Nc2sc3c(c2C#N)CCC3)c1 | 4.0 | 3 | 0.2 | 1 | -3 | 8 | 0 | 23* | 11

From PubChem
